COUP-TFII inh: inhibitors of human COUP-TFII (NR2F2). P24468. hit rate 0.7% among 370,000. inhibition, % at 8.6 µM. HEK293T NGFI-A luciferase reporter, luminescence;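 active means inhibition above a per-plate cutoff, mean inhibition of test wells between control levels plus 3 SD, cut at about 38% in these data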;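 further: cells cotransfected with COUP-TFII expression vector driving the NGFI-A reporter; 0% = median of COUP-TF2 test wells and 100% = reporter-only cells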
SRC2 inh: inhibits human steroid receptor coactivator 2 | Q15596 | HEK293 GAL4-SRC2 luciferase reporter, luminescence | inhibition, % at 9 µM | hit rate 0.17% among 370,000;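 active means inhibition above the mean inhibition of all tested compounds plus 3 SD, set per campaign, cut at about 52% in these data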;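 further: 0% = DMSO treated cells and 100% = cells given Gossypol at 36 µM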
* marks the source's active call; other numbers are inactive results; & = joins results of further samples. An excerpt, so the mix of outcomes need not match the whole.

Below each SMILES – COUP-TFII inh	SRC2 inh
> Cc1occc1-c1nnc(SCC(=O)Nc2ccncc2)n1-c1ccccc1
 : 18.9	-11.9
> COCCCN1C(=O)[C@H](CC(=O)NCc2ccccc2)[C@]2(C(=O)OC)CCCCC=C12
 : -4.2	2.0
> O=C(OC12CCCN(C1)/C(=C/c1ccncc1)C2)c1ccccc1 (stereo not given)
 : 44.6*	7.0
> Cc1cc(N2CCN(C(=O)OC(C)(C)C)C[C@@H]2C)ccc1N1CCN(Cc2ccccc2)[C@@H](C)C1
 : 5.6	15.1
> N#Cc1ccc(OCCCN2CCC(C(O)(c3ccccc3)c3ccccc3)CC2)c(F)c1
 : -11.1	4.6
> N#Cc1ccc(/C=C2\CC3(OC(=O)c4ccc(F)cc4)CCCN2C3)cc1 (stereo not given)
 : 5.3	-54.5
> COC(=O)C1=C(C)N(C)C(=NCC2CC2)NC1c1ccccc1 (stereo not given)
 : -16.1	-5.5
> COC(=O)C1=C(C)N(Cc2cccc(C(F)(F)F)c2)C(=NCc2ccc(OC)cc2)NC1c1ccccc1 (stereo not given)
 : -18.0	22.0
> O=C(Cc1cccc2ccccc12)N/N=C/c1ccc(Sc2cccc3cccnc23)o1
 : 9.4	-5.2
> COc1cccc(N(C)C(=O)[C@@H](C2CC2)[C@@H](O)c2ccc(Cl)cc2)c1
 : 8.6	10.9
> CC(C)CSc1nnc(-c2cccnc2)n1Cc1ccccc1
 : 9.8	-17.7
> O=C(c1ccc2c(c1)OCO2)N1CCC2(CC1)Oc1ccc(Cl)cc1C(=O)C21CC(c2ccc(Cl)cc2)=NO1 (stereo not given)
 : 10.7	-3.8
> CCC(NC(=O)CN1CCN(c2cccc(OC)c2)CC1)c1ccccc1 (stereo not given)
 : -16.9	-2.7
> COC(=O)[C@]12C[C@H](CC(=O)NCc3cccc4ccccc34)C(=O)N(Cc3ccco3)C1=C[C@H](C(C)C)O[C@@H]2C1CC1
 : 2.6	-3.3
> COc1ccc(-n2c(CSc3ccc(Cl)cc3)n[nH]c2=S)cc1
 : 7.6	-1.4
> Cc1cccc(CN2CCN(C3CN(Cc4cn(Cc5ccc(C(F)(F)F)cc5)nn4)S(=O)(=O)C3)CC2)c1 (stereo not given)
 : 7.1	11.8
> CCCCCCC12C(=Cc3cc4c(cc31)OCCO4)c1cc(OC)c(OC)cc1C(CC(=O)O)N2C(=O)OC (stereo not given)
 : -9.9	-4.8
> CCCCOCCCNC(=O)C[C@H]1C[C@@]2(C(=O)OC)C(=C[C@H](COCc3ccccc3)O[C@@H]2C)N(CCc2ccc(OC)c(OC)c2)C1=O
 : 6.8	1.5
> C/C(=N\NC(=O)Cc1cc(=O)[nH][nH]1)c1ccc([N+](=O)[O-])cc1
 : 15.2	-6.0
> COC(=O)c1cccc(Cn2ccc3ccc(-c4ccc5ccn(C(=O)c6cccc(OC)c6)c5c4)cc32)c1
 : -4.7	1.2

Continued:
Below each SMILES – COUP-TFII inh	SRC2 inh
> COC(=O)C1=C(C)N(Cc2ccc(C(F)(F)F)cc2)C(=NCc2ccc(C(F)(F)F)cc2)NC1c1ccc(F)cc1 (stereo not given)
 : -14.5	-7.5
> CSCCCNc1nc(C)nc2c1nnn2Cc1ccccc1
 : -1.8	-9.1
> O=C(CSc1ccc(Cl)cc1)Nc1cc(-c2nc3ncccc3o2)ccc1Cl
 : 13.9	-4.6
> Cc1cccc(/C=C/C(=O)c2ccc(N3CCOCC3)cc2)c1
 : 6.2	-22.3
> O=C(OC12CCCN(C1)/C(=C/c1ccncc1)C2)c1cccc(F)c1 (stereo not given)
 : 25.4	10.5
> COc1ccc(CN2C[C@@]3(O)CC[C@@H](O)[C@@H](OC)[C@@H]3[C@@](C)(O)[C@@H]2CC=C(C)C)cc1
 : 2.1	-11.5
> COc1ccc(-c2ccc3c(n2)CCCN3S(=O)(=O)c2ccccc2)cc1
 : 5.9	6.6
> COC(=O)[C@]12C[C@H](CC(=O)NCC3CCCCC3)C(=O)N(Cc3cccc4ccccc34)C1=C[C@H](C1CCCC1)O[C@@H]2C
 : 1.5	6.3
> CCCOc1ccc(-c2cc(C(C)=O)c3n(c2=O)CCC3)cc1
 : -5.7	-3.2
> C[C@@H](NS(=O)(=O)c1c(F)cccc1F)c1ccccc1
 : 3.5	-33.8
> COCC1CN(CCc2ccc(F)cc2)S(=O)(=O)c2c(OCCN3C(=O)[C@@H]4[C@H](C3=O)[C@@H]3C=C[C@H]4C3)cccc2O1 (stereo not given in full)
 : 11.3	6.3
> Cc1ccc(N(C)c2nc(N)nc(N)c2N=O)cc1
 : 4.9	-20.8
> C=CCN1CC(COCCCC)Oc2ccc(Cl)cc2S1(=O)=O (stereo not given)
 : 14.9	-17.0
> COc1ccccc1C(=O)N1CCN(C(=O)[C@@H](Cc2ccccc2)NC(=O)[C@H]2O[C@@H](n3cnc(C(N)=O)n3)[C@H](O)[C@@H]2O)CC1
 : -12.3	23.1
> NC(N)=Nc1cc2ccccc2c2ccccc12
 : 8.5	-28.4
> N#C[C@@H]1N[C@H](CO)[C@@H]1c1ccccc1
 : -13.8	21.7
> NC1=[N+](Cc2ccccc2)C[C@H]2C(=C3CCCC[C@H]3n3c(=O)n(-c4ccccc4)c(=O)n32)N1
 : -4.2	0.5
> COC(=O)[C@]12C[C@H](CC(=O)N3CCSCC3)C(=O)N(Cc3ccco3)C1=C[C@H](C1CCCC1)O[C@@H]2C
 : 5.3	-4.1
> COc1ccc(S[C@]2(C(=O)N3CCN(C(C)=O)CC3)CC(=O)N[C@@H]2c2ccc(OC)cc2)cc1
 : 3.6	-7.3
> CCCC[C@@H](CN[C@H](C)CNC)NCC1CCC(C(C)(C)C)CC1 (stereo not given in full)
 : -17.6	-8.1

Next part
Below each SMILES – COUP-TFII inh	SRC2 inh
> c1ccc(Cn2c(SCC3CCCCC3)nnc2-c2cccnc2)cc1
 : 24.2	4.0
> COCCNC(=S)N(C)[C@H]1C[C@H]2c3[nH]c4c(-c5cccc(C)c5)cccc4c3CCN2C[C@H]1[C@H](C)O
 : -13.3	-6.4
> O=C(C(=O)N1CCC(CNS(=O)(=O)Cc2ccccc2)CC1)c1cccs1
 : 4.1	-17.1
> CCCCCCCCNS(=O)(=O)/C=C/c1cc(C)ccc1CNC(=O)OC(C)(C)C
 : -8.3	-9.7
> COc1ccc(C2c3ccccc3NC3C2C(=O)N(Cc2ccc(OC)cc2OC)[C@H]3Cc2ccccc2)cc1 (stereo not given in full)
 : -2.1	1.9
> CCCCNC(=O)C[C@H]1C[C@@]2(C(=O)OC)C(=C[C@H](C(C)(C)C)O[C@@H]2C)N(CCC2=CCCCC2)C1=O
 : 2.6	-9.6
> COC(=O)[C@]12C[C@H](CC(=O)NCc3cccc4ccccc34)C(=O)N(Cc3ccco3)C1=C[C@H](C(C)(C)C)O[C@@H]2C
 : 1.2	18.5
> C[C@H](CO)N1C[C@H](C)[C@@H](CN(C)C(=O)Nc2ccccc2F)OCc2cn(nn2)CCCC1=O
 : -2.7	5.1
> COC(=O)[C@]12C[C@H](CC(=O)NCCC(C)C)C(=O)N(Cc3cccc4ccccc34)C1=C[C@H](C(C)(C)C)O[C@@H]2C
 : 10.4	19.8
> COC(=O)C1=C(C)N(Cc2ccc(F)cc2)C(=S)NC1c1cccc(Br)c1 (stereo not given)
 : 0.2	-1.3
> NS(=O)(=O)c1ccc(OCCCN2CCC(C(O)(c3ccccc3)c3ccccc3)CC2)cc1
 : -13.1&-23.3	15.8&12.2
> C#CCN(C1CC1)S(=O)(=O)c1ccccc1Br
 : -5.8	-23.9
> O=C(OC12CCCN(C1)/C(=C/c1ccc(Cl)cc1)C2)c1cccc(F)c1 (stereo not given)
 : -8.6	3.9
> CCOC(=O)CN1C(=O)[C@]2(OCCC=C[C@H]2C)c2cc(OC)ccc21
 : -21.6	10.5
> Cc1nc2ccc(S(=O)(=O)NCC(=O)N(C)Cc3ccccc3F)cc2s1
 : -50.8	-12.5
> Cc1ccc(NC(=O)Cc2cccc(F)c2)c(S(=O)(=O)N2CCOCC2)c1
 : -8.2	7.5
> COc1ccc2nc(NN=Cc3cccc(C)n3)cc(C)c2c1
 : -3.7	-33.5
> Cc1ccc(-c2nc(C3CCCN(S(=O)(=O)c4ccc(Br)s4)C3)no2)cc1 (stereo not given)
 : 2.1	-16.2
> COC(=O)[C@]12C[C@H](CC(=O)NCc3cccc4ccccc34)C(=O)N(Cc3ccco3)C1=C[C@H](COCc1ccccc1)O[C@@H]2C
 : 1.1	-24.6
> CCCN1CCCCC(NC(=O)c2ccc(Cl)cc2Cl)C1=O (stereo not given)
 : -4.5	-16.6

(continued)
Below each SMILES – COUP-TFII inh	SRC2 inh
> O=S1(=O)c2ccc(N3CCC[C@@H]3CO)cc2O[C@@H]2CCN1C2
 : -1.6	-43.0
> Cc1ccc(S(=O)(=O)N(C)c2ccc(OCC(=O)Nc3cc(C(=O)O)ccc3Cl)cc2)cc1
 : -7.1	13.2
> COc1ccc(-n2c(SCC(=O)Nc3ccc4c(c3)OCCO4)nnc2-c2ccc(Cl)cc2)cc1
 : -16.2	-2.7
> O=C1NC(c2ccccc2)c2c(-c3ccccc3)n[nH]c21 (stereo not given)
 : -3.7	-9.4
> CC[C@H](NC(=O)[C@@H](Cc1ccccc1)NC(=O)[C@H]1O[C@@H](n2cnc3c(=O)[nH]c(N)nc32)[C@H](O)[C@@H]1O)c1ccccc1
 : 2.0	-4.1
> O=C1CC(c2ccccc2)n2nc(NC(=O)c3cccnc3)nc2N1 (stereo not given)
 : 4.4	4.0
> N#Cc1ccccc1NCCCN1CCC(C(O)(c2ccccc2)c2ccccc2)CC1
 : -24.5	4.8
> O=C(c1cccc(F)c1)n1ccc2ccc(-c3ccc4ccn(Cc5ccccc5)c4c3)cc21
 : -19.6	9.3
> O=C(NCCc1c[nH]c2ccccc12)OCc1cn(Cc2ccc(F)c(F)c2)nn1
 : -16.5	-3.2
> Cc1ccccc1S(=O)(=O)N1CCCc2nc(-c3ccc(F)cc3)ccc21
 : 4.0	-3.9
> COC(=O)c1ccc(-c2cccc(CN3CCN(c4ncc(Cc5ccccc5)cn4)CC3)c2)cc1
 : 7.4	-17.8
> CCn1c(SCC(=O)c2ccc(-c3ccccc3)cc2)nnc1-c1ccccc1OC
 : 1.5	2.4
> O=C(NCCCCC(NC(=O)c1ccccc1)C(=O)O)OCc1ccccc1 (stereo not given)
 : 2.1	-9.2
> O=C(CSc1nnc(-c2cccnc2)n1-c1ccc(Cl)cc1)Nc1ccc(S(=O)(=O)Nc2nccs2)cc1
 : 12.1	0.0
> CN1OC[C@@H]2CN(CC3CCCCC3)[C@H](c3ccc(-c4ccc(C#N)cc4)cc3)C[C@@H]21
 : -12.2	-2.4
> COc1ccccc1CCNC(=O)CSc1nc2c([nH]1)c(=O)n(C)c(=O)n2C
 : 0.4	-10.5
> Cc1ccnc(NC(=O)c2ccc(Cl)c(NC(=O)CCc3ccccc3)c2)c1
 : 4.7	-23.4
> COc1ccc(C2NC(C(=O)O)CS2)cc1COCC(F)(F)F (stereo not given)
 : 3.7	-16.6
> COC(=O)[C@]12C[C@H](CC(=O)NCc3cccc4ccccc34)C(=O)N(Cc3ccc(Cl)cc3Cl)C1=C[C@H](C1CCCC1)O[C@@H]2C
 : 1.2	16.2
> C[C@H]1CNC(=O)c2c(C(=O)N3CCN(c4ccccc4)CC3)ncn21
 : -24.6	-9.3

Some of these compounds in order of their number in COUP-TFII inh, high to low:
Below each SMILES – COUP-TFII inh	SRC2 inh
> Cc1cc(N2CCN(C(=O)OC(C)(C)C)C[C@@H]2C)ccc1N1CCN(Cc2ccccc2)[C@@H](C)C1
 : 5.6	15.1
> Cc1ccccc1S(=O)(=O)N1CCCc2nc(-c3ccc(F)cc3)ccc21
 : 4.0	-3.9
> CCCCNC(=O)C[C@H]1C[C@@]2(C(=O)OC)C(=C[C@H](C(C)(C)C)O[C@@H]2C)N(CCC2=CCCCC2)C1=O
 : 2.6	-9.6
> O=C(NCCCCC(NC(=O)c1ccccc1)C(=O)O)OCc1ccccc1 (stereo not given)
 : 2.1	-9.2
> COC(=O)[C@]12C[C@H](CC(=O)NCC3CCCCC3)C(=O)N(Cc3cccc4ccccc34)C1=C[C@H](C1CCCC1)O[C@@H]2C
 : 1.5	6.3

More structures follow.
Below each SMILES – COUP-TFII inh	SRC2 inh
> C[C@@H]1[C@@H](c2ccccc2)c2cc3ccccc3nc2-c2nc3ccccc3cc2[C@@H]1C(=O)N1CCCC1
 : -0.6	-9.0
> Cc1nc2ccc(S(=O)(=O)NCC(=O)NCc3cccs3)cc2s1
 : -7.0	-25.3
> COC(=O)C1CN(CCO)CCS(=O)(=O)N1Cc1cn(Cc2cccc(Cl)c2)nn1 (stereo not given)
 : 10.4	-1.6
> CN(Cc1ccccc1)C(=O)OCc1cn(Cc2ccccc2C(F)(F)F)nn1
 : -0.6	-4.6
> O=C1NC(c2ccc3c(c2)OCO3)c2c(-c3ccccc3)n[nH]c21 (stereo not given)
 : -3.9	16.9
> COC(=O)C[C@H]1CC[C@H]2[C@H](COc3ccc(NC(=O)Nc4ccccc4F)cc3C(=O)N2C)O1
 : -20.3	-2.8
> C[C@H]1[C@@H](c2ccccc2)Oc2ccc(Cl)cc2S(=O)(=O)N1Cc1ccc(Cl)cc1
 : -7.0	-15.9
> CNC[C@@H]1OCc2cnnn2CCCC(=O)N([C@@H](C)CO)C[C@H]1C
 : 3.9	10.7
> Cc1nn(-c2ccccc2)c2sc(C(=O)NCc3ccc4c(c3)OCO4)cc12
 : -4.6	-0.3
> Nc1[nH]c(C(=O)c2ccc(Cl)cc2)c(-c2ccc(Br)cc2)c1C(=O)NCCc1c[nH]c2ccccc12
 : -11.4	-5.5
> CC(=O)c1cc(-c2csc(C=O)c2)c(=O)n2c1CCC2
 : 2.4	-27.2
> O[C@H](COc1cccc(Cl)c1)CN1CCC(C(O)(c2ccccc2)c2ccccc2)CC1
 : -3.5	25.9
> c1ccc2c(c1)OCc1nccn1-2
 : -6.8	-12.3

Screening results deposited in PubChem by The Scripps Research Institute Molecular Screening Center.
